PG9 binder: PG9 antibody binding by small molecule. TR-FRET gp120-PG9 antibody binding. inhibition, % at 6.7 µM. actives 0.43% (n = 360,000). AID 624416; in the data active means inhibition above about 8.5%
PRMT1 inh: inhibitors of human PRMT1; actives 1.3% (n = 370,000); recombinant PRMT1, activity-based probe fluorescence polarization; AID 652257; inhibition, % at 2.79 µM;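 active means inhibition above about 21% made by adding two undisclosed values, limit read from the data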
rCAG binder: r(CAG) repeat RNA binding; AID 651821; inhibition, % at 3 µM; TO-PRO-1 dye displacement fluorescence; actives 1.3% (n = 370,000);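 active means inhibition above the plate cutoff, the mean of all test compounds on that plate plus 3 SD, cut at about 35% in these data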;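 further: 0% = DMSO alone and 100% = 100 µM mitoxantrone as full dye displacement; higher means more dye released from RNA so lower well fluorescence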
ABHD4 inh: ABHD4 (mouse) inhibition, primary FP screen | purified mABHD4, FP-Rh probe fluorescence polarization | AID 720543 | inhibition, % at 8.92 µM | actives 0.54% (n = 370,000) | Q8VD66;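 active means inhibition exceeding the mean over every tested compound plus 3 SD, cut at about 30% in these data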;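 further: 0% = plate median of compound wells and 100% = S159A mutant with DMSO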
Target sequence (Q8VD66 whole entry, looked up): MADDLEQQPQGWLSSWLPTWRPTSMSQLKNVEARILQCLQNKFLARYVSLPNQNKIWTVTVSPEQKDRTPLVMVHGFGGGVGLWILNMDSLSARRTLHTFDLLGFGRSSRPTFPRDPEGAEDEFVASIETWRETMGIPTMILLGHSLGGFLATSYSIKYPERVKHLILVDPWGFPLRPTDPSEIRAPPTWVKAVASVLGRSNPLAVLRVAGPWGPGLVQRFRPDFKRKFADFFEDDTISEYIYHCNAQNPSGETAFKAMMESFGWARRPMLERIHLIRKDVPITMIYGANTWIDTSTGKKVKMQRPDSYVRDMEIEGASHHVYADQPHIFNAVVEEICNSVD
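system = mouse ABHD4 enzyme, wild type | medium = HEPES pH 7.0, NaCl, Pluronic buffer | also added = FP-Rh probe | incubation = Enzyme–compound pre-incubation 45 min, then probe 60 min, both 25 °C | technique = fluorescence polarization, excitation 525 nm, emission 598 nm, BODIPY TMR filters | controls = S159A mutant high control, sample median low control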
Rev-erbA mod: Rev-erb alpha (human) modulation; activity, % at 10 µM; P20393; Rev-erbα–FITC-DNA binding, fluorescence polarization, 90 min; actives 0.79% (n = 370,000);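 active means activity above about 14%, limit read from the data; passing the limit was not always enough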;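 further: 0% = DMSO wells with 35 nM protein and 100% = DMSO wells with 750 nM protein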
HTRA1 inh: blocks human HTRA1 serine peptidase; Q92743; recombinant HTRA1, FP-rhodamine activity-based probe, fluorescence polarization; inhibition, % at 5.96 µM; actives 0.5% (n = 340,000); AID 504803; in the data active means inhibition above about 36%;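 further: 0% = enzyme with DMSO and 100% = wells lacking enzyme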
UHRF1 MBD2 ctr: blocks human UHRF1 binding to methylated DNA | UHRF1 binding to methylated oligo, TR-FRET | inhibition, % at 4.4 µM | actives 0.75% (n = 370,000) | AID 687016; in the data active means inhibition above about 21%;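 further: UHRF1 SRA domain binding a hemimethylated CpG hairpin DNA probe; 0% = median of test compound wells and 100% = reference inhibitor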
Target sequence (Q96T88 whole entry, looked up, the tested form may be a part): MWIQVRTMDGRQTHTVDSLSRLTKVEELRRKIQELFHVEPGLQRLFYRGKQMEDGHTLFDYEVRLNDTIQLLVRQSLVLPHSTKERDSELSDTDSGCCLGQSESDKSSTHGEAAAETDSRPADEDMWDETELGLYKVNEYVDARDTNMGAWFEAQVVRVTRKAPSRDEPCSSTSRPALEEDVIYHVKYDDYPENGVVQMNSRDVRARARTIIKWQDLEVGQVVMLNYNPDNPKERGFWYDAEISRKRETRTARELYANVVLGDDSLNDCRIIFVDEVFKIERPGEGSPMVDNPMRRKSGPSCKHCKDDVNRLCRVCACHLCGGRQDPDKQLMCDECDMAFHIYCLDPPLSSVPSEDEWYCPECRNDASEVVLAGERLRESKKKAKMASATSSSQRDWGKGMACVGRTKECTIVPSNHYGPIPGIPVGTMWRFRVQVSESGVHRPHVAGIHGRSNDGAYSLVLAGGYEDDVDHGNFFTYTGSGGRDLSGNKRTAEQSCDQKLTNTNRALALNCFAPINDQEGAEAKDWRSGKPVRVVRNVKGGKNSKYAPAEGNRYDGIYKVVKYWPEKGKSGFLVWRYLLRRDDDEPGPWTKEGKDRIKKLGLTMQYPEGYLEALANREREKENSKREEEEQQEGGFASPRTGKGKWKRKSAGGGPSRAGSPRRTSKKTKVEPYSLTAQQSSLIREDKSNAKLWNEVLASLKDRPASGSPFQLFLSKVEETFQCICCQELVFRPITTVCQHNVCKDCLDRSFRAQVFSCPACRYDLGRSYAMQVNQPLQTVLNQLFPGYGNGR
MBD2 DNA inh: blocks human MBD2 binding to methylated DNA; inhibition, % at 4.4 µM; AID 686964; TR-FRET, MBD2 binding to methylated oligonucleotide; actives 0.31% (n = 370,000); Q9UBB5; in the data active means inhibition above about 13%
LEDGF integ inh: blocks HIV-1 LEDGF/p75-dependent DNA integration; AID 743269; TR-FRET IN-LEDGF/p75 DNA integration, Eu/Cy5; inhibition, % at 3.7 µM; actives 0.64% (n = 370,000);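 active means inhibition above the screen-wide mean plus 3 SD, cut at about 13% in these data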;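 further: signal is the Cy5 over europium emission ratio at 671 and 618 nm; 0% = plate median of compound wells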
TCR CD3 inh: inhibitors of human TCR-CD3 interaction. inhibition, % at 9.4 µM. actives 0.37% (n = 360,000). AID 651800. TAMRA-labeled TCR probe fluorescence, biochemical; in the data active means inhibition above about 19%;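 further: recombinant mutant TCR 2C K166C tagged with TAMRA read by polarization; 0% = receptor in buffer alone and 100% = receptor with positive control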
The depositor's hits bear a star; nt = not tested or not shown. Only part of the results is shown (hit frequency here may not be typical).

SMILES	PG9 binder	PRMT1 inh	rCAG binder	ABHD4 inh	Rev-erbA mod	HTRA1 inh	UHRF1 MBD2 ctr	MBD2 DNA inh	LEDGF integ inh	TCR CD3 inh
NCC(=O)c1ccccc1	-2.9	2	1	-1	4	5	3	6	0	-7
CCOc1ccccc1-n1c(O)c(C=Nc2ccc(N(CC)CC)cc2)c(=O)[nH]c1=O	-4.2	17	20	67*	-1	58*	-1	-6	14*	24*
Cc1nn(C)c(C)c1P(=S)(c1c(C)nn(C)c1C)N(C)C	1.5	2	-1	-10	4	3	0	-2	2	0
O=Cc1cn(Cc2ccc(F)cc2Cl)c2ccccc12	-0.8	-3	0	-12	4	-25	-4	-3	4	6
CCc1ccccc1NC(=O)CNCc1ccccc1	-1.6	-4	-2	3	-6	7	-2	-1	0	3
CC(=O)NCC(=O)Nc1ccc(Br)cc1C(=O)c1ccccc1	0.0	0	0	-5	6	5	-3	3	-2	4
Cn1c(O)c(C=NCCc2c[nH]c3ccccc23)c(=O)n(C)c1=O	-0.2	1	5	0	10	5	2	-1	-2	-2
Cc1cccc(NC(=O)COC(=O)c2cc(C)n(C3CC3)c2C)c1	0.2	3	11	5	1	-31	0	2	-3	-4
CC(C(=O)c1c[nH]c2ccccc12)N1CCOCC1 (stereo not drawn)	0.7	-4	2	-5	2	-2	8	4	-2	-1
Cn1cc(C(=O)N2CCC3(CC2)OCCO3)c2c3ccccc3n(C)c2c1=O	-3.1	0	-3	-4	-1	0	4	-8	3	-3
O=c1c2ccccc2nc(CNCC2CCCO2)n1-c1ccc(F)cc1 (stereo not drawn)	-0.3	-1	-7	-5	-4	-6	1	-1	0	4
CN(C)CCN=Cc1c(O)n(CCC2=CCCCC2)c(=O)[nH]c1=O	-2.5	-2	1	3	-4	0	2	-1	2	-4
CC(C(=O)c1ccc(Cl)cc1Cl)n1cncn1 (stereo not drawn)	0.8	0	2	6	7	3	3	-3	1	5
COc1ccc(NC(=O)c2cn(CCC#N)nc2-c2ccccc2)cc1	-0.8	-3	-3	3	5	9	-2	-4	0	2
Cc1ccsc1C(=O)C1CCCN(Cc2ccn[nH]2)C1 (stereo not drawn)	-0.2	-4	-2	-6	-5	6	1	0	-1	8
Cc1ccc(C(=O)NC(O)C(Cl)(Cl)Cl)cc1 (stereo not drawn)	0.0	2	-4	-8	-3	-3	2	7	-2	-6
C[N+]1=C(N)NC2=C3CCCCC3ONC2C1 (stereo not drawn)	nt	3	nt	5	-4	nt	2	6	7	nt
CCC(C)n1c(O)c(C=Nc2cccc(C(F)(F)F)c2)c(=O)[nH]c1=S (stereo not drawn)	-2.4	4	6	-47	0	-54	0	4	-1	-50
COC(=O)C1=C(c2ccc(S(C)(=O)=O)cc2)C[C@@H]2CC[C@H]1N2C(=O)NCCO	0.3	5	10	-17	0	7	1	5	0	-13
O=[N+]([O-])c1ccc(C(=Nc2ccccc2)N2CC2)cc1	-1.6	-1	3	-9	-4	-2	1	-4	0	5
CC(C)(C)NC(=O)CN1CCCN(C(=O)COc2ccc(Cl)c3ccccc23)CC1	1.8	2	-1	-4	6	3	14	6	-3	-6
O=C(N/N=C/c1c(O)n(C2CC2)c(=S)[nH]c1=O)c1ccccc1	-2.0	4	7	-2	-3	8	1	8	-7	3
O=C1NCN(c2ccccc2)C12CCN(C(c1cccc3ccccc13)c1nnnn1C1CCCC1)CC2 (stereo not drawn)	0.2	-4	8	-9	3	nt	0	-1	-3	-5
CC1=NN=C(c2ccc(N)cc2)c2cc3c(cc2C1)OCO3	-0.1	4	9	12	1	12	0	-3	-5	-1
O=[N+]([O-])c1ccc(Cl)cc1	-1.0	-1	2	-1	3	0	-3	-1	0	0
Cc1c(NC(=O)C(C)OC(=O)Cc2ccccc2)c(=O)n(-c2ccccc2)n1C (stereo not drawn)	-0.3	-2	-2	1	0	3	0	3	-1	-2
CN=C1CN(O)C(c2ccccc2)=c2cc(Cl)ccc2=N1	-1.0	0	3	-5	-2	2	-1	7	0	-2
CCOC(=O)C1(c2ccccc2)CCN(CC(=O)c2ccc(NC(C)=O)cc2)CC1	2.2	1	3	-6	-4	0	0	4	-1	-3
COCCCn1c(N)c(C(=O)Nc2sc3c(c2C(=O)OC)CCCC3)c2nc3ccccc3nc21	0.8	1	8	-24	5	-5	4	2	11	-7
COCCOC(=O)C1=C(C)OC(N)=C(C(=O)OC)C12C(=O)Nc1ccccc12 (stereo not drawn)	0.0	1	-7	-2	1	15	0	1	2	3
CCCCn1c(O)c(C(C)=NCc2ccc3c(c2)OCO3)c(=O)[nH]c1=O	1.0	-3	-4	-1	2	7	-3	2	7	6
COc1ccc(C(c2nnnn2-c2c(C)cccc2C)N2CCC(n3c(=O)[nH]c4ccccc43)CC2)cc1 (stereo not drawn)	-0.9	6	11	-13	-1	nt	2	-3	1	-1
COC(=O)C1=C(c2ccc(Cl)c(C(F)(F)F)c2)C[C@@H]2CC[C@H]1N2C(=O)NCCO	0.8	-2	-6	4	6	-2	1	0	-2	5
COc1cc2c(cc1OC)[C@@H]1C(=O)c3ccc4c(c3O[C@@H]1CO2)C[C@H](C(C)C)O4	-0.8	-1	-4	-7	-1	6	1	-5	1	-2
CCNCCNc1ccc([N+](=O)[O-])c2cccnc12	-3.1	-4	2	8	-4	nt	-27	-23	3	-5
CCCC(CCC)C(=O)OC[N+](C)(C)CCOC(=O)C(O)(c1ccccc1)C1CCCC1 (stereo not drawn)	0.0	-5	4	-1	-7	-1	-4	3	1	-2
O=C(O)C1C2CC3CC(C2)CC1(n1ncc(N2CCC4(CC2)OCCO4)c(Cl)c1=O)C3 (stereo not drawn)	-2.4	-5	1	-4	-2	-2	-1	-1	1	6
CN1CCN(Cc2ccc(N)cc2)CC1	1.5	-1	-1	2	2	1	0	-4	-1	0
CCn1ccnc1CN1CCCC(C(=O)c2cc(Cl)ccc2OC)C1 (stereo not drawn)	-1.3	1	-2	-4	-3	-2	5	7	2	-4
CN(C)CC1CSCCC1(O)c1cccc(Cl)c1 (stereo not drawn)	1.7	3	3	-10	8	6	6	8	-1	12
CCOC(=O)c1ccc(N2C(=O)CC(N3CC=C(c4ccc(F)cc4)CC3)C2=O)cc1 (stereo not drawn)	-0.1	16	14	-8	-8	-17	-3	-2	-1	0
N/C(=N\N=C/c1ccc(-c2ccc(O)c(C(=O)O)c2)o1)N[N+](=O)[O-]	-13	33*	58*	35*	-22	5	82*	48*	30*	17
COc1nc2ccccc2c(=O)n1-c1ccc(Cl)cc1	-1.5	0	1	-2	-2	2	-1	-3	0	-1
CCC(N)Cc1c[nH]c2ccccc12 (stereo not drawn)	-1.2	2	-2	-7	5	6	3	-2	-2	-6
O=c1cccc2n1CC1CC2CN(S(=O)(=O)c2ccc(F)cc2)C1 (stereo not drawn)	-0.9	-4	-3	2	-7	-4	0	3	5	0

In the list so far, these contain a thiophene ring, fused or not:
SMILES	PG9 binder	PRMT1 inh	rCAG binder	ABHD4 inh	Rev-erbA mod	HTRA1 inh	UHRF1 MBD2 ctr	MBD2 DNA inh	LEDGF integ inh	TCR CD3 inh
Cc1ccsc1C(=O)C1CCCN(Cc2ccn[nH]2)C1 (stereo not drawn)	-0.2	-4	-2	-6	-5	6	1	0	-1	8
COCCCn1c(N)c(C(=O)Nc2sc3c(c2C(=O)OC)CCCC3)c2nc3ccccc3nc21	0.8	1	8	-24	5	-5	4	2	11	-7

The listing continues:
SMILES	PG9 binder	PRMT1 inh	rCAG binder	ABHD4 inh	Rev-erbA mod	HTRA1 inh	UHRF1 MBD2 ctr	MBD2 DNA inh	LEDGF integ inh	TCR CD3 inh
CNC(C)Cc1ccccc1 (stereo not drawn)	-1.2	2	-1	1	3	2	0	-2	0	-2
COC(=O)c1cn(C(=O)c2cccc3ccccc23)c2ccccc12	-0.8	5	2	-1	6	-15	0	0	0	0
Cc1ccc(S(=O)(=O)N(C)N=O)cc1	0.2	-3	1	1	-3	2	-1	4	3	-2
CN(C)C(=O)Oc1ccc(OC(=O)c2ccccc2)cc1	0.2	1	-7	0	-1	-2	1	-2	4	5
O=C(NN=Cc1ccc(N(CCCl)CCCl)cc1)c1cccc([N+](=O)[O-])c1	-2.3	1	4	13	-20	6	8	1	-3	2
O=C(COc1ccc(Cl)cc1)NC1CN2CCC1CC2 (stereo not drawn)	1.4	2	2	-1	1	2	3	2	-2	-3
Cc1cc(OC(=O)CCNC(=O)OC(C)(C)C)c2c3c(c(=O)oc2c1)CCC3	1.5	1	-5	-1	4	9	2	0	-3	-7
O=c1[nH]c2cc(Cl)ccc2n1C1CCN(Cc2ccc(-c3nc4ccccc4nc3-c3ccccc3)cc2)CC1	0.8	-1	12	-3	2	nt	-1	-6	-1	12
O=S(=O)(c1ccc(F)cc1)N1CCCC1c1cccnc1 (stereo not drawn)	-1.9	0	-1	-1	-2	2	-2	-5	4	1
CN(C)c1ccc(C=C2C(=O)NC(=O)NC2=O)cc1	-1.2	7	1	1	2	-1	-6	-2	1	-3
Cc1c(C(=O)Nc2ccccc2)cc(-c2ccccc2)n1CCCN1CCOCC1	0.7	-1	-10	-4	-1	nt	-2	3	0	0
Cc1sc2ncn(CC(=O)NCCCC(=O)N3CCC4(CC3)OCCO4)c(=O)c2c1C	0.3	-3	-4	-4	4	0	10	-2	0	2
CCOC(=O)c1cccc(NC(=O)c2c(O)[nH]c(=O)[nH]c2=O)c1	-0.1	-1	5	0	4	-2	-1	4	-3	2
COC(=O)C1=C(c2ccc(F)cc2OCc2ccccc2)C[C@@H]2CC[C@H]1N2C(=O)NCc1ccc2c(c1)OCO2	0.0	1	3	-13	-5	-47	0	-5	2	-2
O=Cc1cn(Cc2ccc(F)cc2)c2ccccc12	1.9	4	-6	-17	3	-2	19	5	-1	-9
COc1ccc(C(CNC(=O)Cc2ccc(Cl)c(Cl)c2)N(C)C)cc1 (stereo not drawn)	0.6	-1	-7	-2	-9	-5	-1	1	2	-3
CN1C2CCC1CC(OC(c1ccccc1)c1ccc(Cl)cc1)C2 (stereo not drawn)	-1.5	-4	9	4	-4	nt	0	2	0	-1
O=C1NCN(c2ccccc2)C12CCN(C(c1ccccc1OC(F)(F)F)c1nnnn1-c1ccc3c(c1)OCCO3)CC2 (stereo not drawn)	-1.2	-1	7	-10	-2	nt	0	2	-6	-7
COC(=O)C1=C(c2cccc(OCc3ccccc3)c2)C[C@@H]2CC[C@H]1N2C(=O)NCc1cc(C)oc1C(F)(F)F	0.8	3	5	-8	9	-27	1	-1	-1	-7
O=c1[nH]c(=O)n(Cc2ccc(F)cc2)c(O)c1/C=N/Nc1ccccc1	-1.6	13	8	9	2	-6	-1	-5	-2	9
Cc1ccc2c(c1)C1CN(C)CCC1N2C(=S)Nc1cccnc1 (stereo not drawn)	0.9	-1	-2	-4	0	6	-3	2	7	-6
Cc1ccc(N=C(N(C)C)P(=O)(N(C)C)N(C)C)cc1	-1.9	-1	-7	2	-1	1	-1	-2	-3	-1
CCC1(CC)C(=O)N(C)C(=O)NC1=NC	0.3	2	1	2	2	4	-2	3	-2	-3
NP(=O)(OCCCc1ccccc1)Oc1ccc(Cl)cc1 (stereo not drawn)	-2.2	0	-8	-2	-7	-4	-3	-1	-1	-2

By substructure, the entries above with a COOH group.
SMILES	PG9 binder	PRMT1 inh	rCAG binder	ABHD4 inh	Rev-erbA mod	HTRA1 inh	UHRF1 MBD2 ctr	MBD2 DNA inh	LEDGF integ inh	TCR CD3 inh
O=C(O)C1C2CC3CC(C2)CC1(n1ncc(N2CCC4(CC2)OCCO4)c(Cl)c1=O)C3 (stereo not drawn)	-2.4	-5	1	-4	-2	-2	-1	-1	1	6
N/C(=N\N=C/c1ccc(-c2ccc(O)c(C(=O)O)c2)o1)N[N+](=O)[O-]	-13	33*	58*	35*	-22	5	82*	48*	30*	17

Screening data (PubChem)
